RAD54 branch = blocks human RAD54 Holliday junction branch migration | Q92698 | FAM/BHQ fluorescence | inhibition, % at 10.4 µM | hit rate 0.14% among 360,000;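 active means mean normalized replicate activity at least 40 and at least half of replicates scoring 40 or more; inconclusive means only one of the two criteria met; inactive means mean below 40 and under half of replicates reaching 40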;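 further: 0% = median of neutral control wells and 100% = median of positive control wells; inhibitors cause a drop in the FAM fluorescence signal; in these data hits start at about 50%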
E-selectin induc = E-selectin induction on HUVECs. activation, % at 7.58 µM. AID 686992. HUVEC E-selectin immunofluorescence imaging; normalized: neutral wells 0, TNF-alpha wells 100. hit rate 0.37% among 260,000;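 active means mean E-selectin-positive cell signal at least 10% of the positive control, reached in at least 60% of replicates, without over 20% cell loss; inconclusive means no rule given, readout overlaps actives, possibly toxicity-flagged; inactive means the rest, including those meeting only one limit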;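 further: in these data hits start at about 27%; measured in HUVEC primary endothelial cells; signal is the percent of cells scored E-selectin positive by PE staining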
Target sequence (P16581 whole entry, looked up): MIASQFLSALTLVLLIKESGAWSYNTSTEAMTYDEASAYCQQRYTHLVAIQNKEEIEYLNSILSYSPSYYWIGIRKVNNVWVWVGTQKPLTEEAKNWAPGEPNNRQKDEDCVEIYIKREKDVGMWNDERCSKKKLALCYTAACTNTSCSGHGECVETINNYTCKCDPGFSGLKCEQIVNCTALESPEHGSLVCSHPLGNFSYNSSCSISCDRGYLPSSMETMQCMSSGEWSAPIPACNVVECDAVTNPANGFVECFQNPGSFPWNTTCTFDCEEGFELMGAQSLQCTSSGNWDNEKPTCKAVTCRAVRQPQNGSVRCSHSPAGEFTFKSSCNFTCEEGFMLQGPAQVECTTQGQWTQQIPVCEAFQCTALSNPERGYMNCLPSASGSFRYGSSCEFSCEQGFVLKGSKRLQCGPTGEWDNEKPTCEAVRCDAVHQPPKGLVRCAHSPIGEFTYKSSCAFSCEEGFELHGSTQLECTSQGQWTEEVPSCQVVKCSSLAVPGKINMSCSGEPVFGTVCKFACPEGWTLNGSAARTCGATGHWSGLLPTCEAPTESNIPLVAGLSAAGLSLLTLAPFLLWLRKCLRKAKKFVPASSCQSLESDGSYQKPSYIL
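Material: HUVEC primary endothelial cells; Amount: 3,000 cells per well; Dosing: single concentration; Medium: EGM-2 growth medium on 0.1% gelatin-coated wells; Read-out basis: percent E-selectin-positive cells; Signal: immunofluorescence imaging; Control set: TNF-alpha, DMSO.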
CFTR F508del cor = correctors of CFTR F508del function in bronchial epithelial cells; CFBE cells, YFP halide quenching; stimulated with forskolin plus potentiator P3; % fluorescence drop versus neutral controls; activity (quench increase), % at 7.58 µM; hit rate 0.36% among 350,000;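 active means mean added fluorescence quench of at least 8% versus neutral control, with both replicates also reaching 8%; inconclusive means only one of the mean or replicate conditions met; inactive means mean below 8% and not both replicates reaching 8%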;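 further: cells transiently co-express mutant CFTR-F508del with the halide-sensitive YFP; corrector assay measuring rescue of mutant channel to the surface after 24 h compound exposure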
DENV2 CPE rescue = inhibitors of DENV2 cytopathic effect; CPE inhibition, % at 9.99 µM; AID 651640; DENV2-infected cells, cytopathic effect rescue, plate reader; hit rate 1.7% among 350,000; in the data active means CPE inhibition above about 20%, passing the limit was not always enough; inconclusive means no clear call, values can overlap the other calls; tested in BHK-21 cells;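 further: 0% = median of neutral control wells and 100% = median of positive control wells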
GSIS activator = primary screen for activators of insulin secretion dependent on glucose, INS-1E cells, GLuc reporter luminescence; INS-1E GLuc reporter insulin secretion, 2-3 h; activation, % at 16.6 µM; AID 743287; hit rate 0.61% among 370,000;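 active means lowest replicate activation of at least 40%, so every replicate reaches that level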;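 further: 0% = median of neutral control wells and 100% = median of IBMX positive control wells; some compounds called inactive have numbers as strong as hits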
Xi reactivation = activators of X-chromosome reactivation in mouse fibroblasts. hit rate 0.055% among 360,000. AID 743238. activation, % at 7.58 µM. XiGFP mouse fibroblasts, % GFP-positive cells imaging, 3 d; cells co-treated with 5-aza-dC sensitizer; scaled so ellipticine positive control = 100%;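 active means mean normalized replicate activation at least 10% and every replicate at or above 10%; inconclusive means only one of the two criteria met; inactive means mean below 10% and not all replicates reach 10%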;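 further: 0% = median of on-plate neutral control wells and 100% = ellipticine 6 µM median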
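Schedule: 3 d treatment, 15 min room-temperature fixation; system: 68-5-11 XiGFP fibroblast line; buffer or medium: DMEM plus 5-aza-dC sensitizer; control set: ellipticine 6 µM positive control; compound: one concentration, pinned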
RAD52 inh = inhibitors of human RAD52 DNA annealing; hit rate 0.46% among 360,000; P43351; AID 651710; inhibition, % at 18.7 µM; recombinant RAD52 DNA annealing, FRET fluorescence;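 active means every replicate showing at least 50% inhibition; inconclusive means mean inhibition at least 50% but not in every replicate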
Target sequence (P43351 whole entry, looked up): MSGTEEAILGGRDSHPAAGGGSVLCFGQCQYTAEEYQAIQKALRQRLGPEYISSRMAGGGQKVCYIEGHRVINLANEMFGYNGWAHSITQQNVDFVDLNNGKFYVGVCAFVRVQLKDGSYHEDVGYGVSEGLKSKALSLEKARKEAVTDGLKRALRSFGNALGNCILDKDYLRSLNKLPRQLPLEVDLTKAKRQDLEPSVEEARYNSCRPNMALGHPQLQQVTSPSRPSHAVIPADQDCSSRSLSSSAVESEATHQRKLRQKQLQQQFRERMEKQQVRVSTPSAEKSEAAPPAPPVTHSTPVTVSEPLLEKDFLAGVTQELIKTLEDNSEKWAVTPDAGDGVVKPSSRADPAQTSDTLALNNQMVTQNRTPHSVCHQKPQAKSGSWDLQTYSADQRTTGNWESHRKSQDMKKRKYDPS
Casp6 inh = inhibitors of human caspase-6; hit rate 0.53% among 350,000; AID 686996; purified caspase-6, Z-VEID-R110 cleavage fluorescence; inhibition, % at 12.5 µM;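 active means mean inhibition across replicates at least about 35%, with every replicate also reaching that limit, limit read from the data; inconclusive means only one of the two criteria met; inactive means neither criterion met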;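 further: 0% = median of neutral control wells and 100% = no fluorescence left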
Numbers without * were called inactive; ? = inconclusive; nt = not tested or not shown; & = joins results of further samples.

Structure | RAD54 branch | E-selectin induc | CFTR F508del cor | DENV2 CPE rescue | GSIS activator | Xi reactivation | RAD52 inh | Casp6 inh
N[C@@H](CO)c1nnc([C@H](CC(=O)O)NC(=O)C2CCNCC2)o1 | -5 | 0.0 | 0.9 | ? | 18 | 0.3 | -11 | -3
CN1C(=O)N(CC(=O)c2ccc3c(c2)OCO3)C(=O)C12CCCCC2 | 4 | 0.8 | -4.7 | 5 | 12 | 0.0 | -60 | 2
O=C(CN1CCOCC1)Nc1ncc(Cc2cccc(Cl)c2)s1 | -4 | nt | 2.6 | nt | -12 | 0.2 | -9 | 3
CC(C)C#Cc1ccc2c(c1)O[C@@H](CN(C)S(C)(=O)=O)[C@@H](C)CN([C@H](C)CO)S2(=O)=O | -2 | 1.3 | 2.5 | 9 | -12 | -0.4 | 9 | -2
O=C(NCCc1nccs1)C1CCC(=O)N(CCc2ccc(Cl)cc2)C1 (centres undefined) | -5 | 0.2 | 0.5 | 10 | 12 | 0.3 | -8 | -3
COc1ccccc1NC(=O)CSc1nc(=O)n(Cc2ccncc2)c2c1CCCC2 | -3 | nt | 5.2 | ? | 2 | -0.1 | -2 | -1
O=C(c1ccc(Cl)c(S(=O)(=O)N2CCCC2)c1)N1CCN(c2ncccn2)CC1 | nt | nt | 0.9 | -2 | -2 | 0.0 | 5 | 3
Cc1ccnc2nc(C(=O)OCC(=O)N(CC(C)C)C3CCS(=O)(=O)C3)nn12 (centres undefined) | -4 | nt | 2.4 | ? | 6 | 0.0 | -9 | -1
CN(C(=O)c1ccc(S(=O)(=O)N2CCOCC2)cc1)C1CCS(=O)(=O)C1 (centres undefined) | -5 | -0.8 | -1.1 | 0 | -5 | 0.0 | -10 | -1
CN1C(=O)c2cc(NC(=O)c3ccccc3)ccc2OC[C@@H]2O[C@@H](CC(=O)O)CC[C@@H]21 | 12 | 0.1 | 1.7 | 7 | 6 | 0.1 | 16 | -3
C=CCNC(=S)NNC(=O)c1ccc(OCC(C)C)cc1 | 8 | nt | -2.4 | -4 | -17 | nt | -15 | -1
O=C(Nc1ccccc1Cl)c1cc(C2CCCCN2C(=O)CCc2ccccc2)on1 (centres undefined) | 1 | 0.3 | 1.0 | 10 | -12 | 0.0 | -14 | 0
O=C1C(=O)N(CCN2CCOCC2)C(c2cccnc2)/C1=C(/O)c1ccc(Cl)cc1 (centres undefined) | -1 | nt | -1.7 | 0 | -2 | 0.0 | -9 | -2
O=C(OCc1ccccc1)N1CCC2CC1c1ccc(N3CCN(Cc4ccc5c(c4)OCO5)CC3)cc12 (centres undefined) | -1 | -5.2 | 1.7 | ? | -8 | 0.0 | -9 | -2
COc1ccc(NC(=O)C2CCN(C(=O)C3CC(=O)N(c4ccc(C)cc4)C3)CC2)c(OC)c1 (centres undefined) | -7 | nt | -0.7 | 6 | 30 | -0.1 | 11 | 1
Cn1nc(-c2ccccc2)cc1NC(=O)Nc1ccc(F)cc1 | nt | 3.6 | 0.5 | -1 | 1 | 0.0 | -6 | 3
CC1=CCC2C(=O)N(c3ccc(C)c(Br)c3)C(=O)C2C1 (centres undefined) | 3 | nt | 3.4 | 6 | 3 | 0.2 | -9 | 0
CCOCCCNC(=O)c1ccc2nc(-c3ccc(OC)c(OC)c3)c(-c3ccc(OC)c(OC)c3)nc2c1 | 0 | nt | -1.2 | -1 | -48 | 0.0 | 6 | -2
Cc1cnc(-c2nc3ccccc3n2C(C(=O)NC(C)(C)C)c2cc3ccccc3o2)cn1 (centres undefined) | nt | 0.0 | 2.7 | -7 | -25 | -0.1 | -38 | -1
O=C(O)CSCC(=O)NC1CCCc2ccccc21 (centres undefined) | nt | -0.1 | -0.3 | nt | 2 | 0.1 | 1 | 4
COc1ccccc1/C=N/NC(=O)c1ccc(NC(=O)c2ccccc2Br)cc1 | nt | 1.2 | nt | nt | 8 | -0.1 | -8 | 1
C=CCNC(=S)NNC(=O)c1ccc([N+](=O)[O-])cc1 | nt | -0.1 | -4.4 | 13 | 6 | 0.0 | -15 | -1
CN1[C@@H]2c3ccc(-c4ccccc4)c(=O)n3C[C@H]1[C@H](CO)[C@H]2C(=O)N1CCC(Cc2ccccc2)CC1 | 7 | 0.0 | 1.2 | -2 | -7 | 0.0 | 10 | -6
COCC(=O)Nc1ccc2c(c1)C(=O)N(C)[C@H]1CC[C@H](CC(=O)Nc3ccccc3)O[C@H]1CO2 | 1 | 0.2 | 0.2 | 8 | 1 | 0.2 | -8 | 6
Cc1ccc2cc(C(c3nnnn3Cc3ccccc3)N3CCN(c4ccccc4)CC3)c(=O)[nH]c2c1 (centres undefined) | -9 | nt | nt | nt | -14 | nt | -6 | 2
O=C1C(CO)C(CO)C(CO)C1CO (centres undefined) | 0 | 0.0 | 0.3 | 3 | 4 | 0.3 | -13 | 6
CCC(=O)N1c2ccc(S(=O)(=O)NCc3ccco3)cc2CC1C (centres undefined) | -7 | nt | -0.1 | 0 | 67 | 0.3 | -7 | 26
Cc1noc(C)c1S(=O)(=O)N(C)C[C@@H]1OCCCC[C@H](C)Oc2ccc(NC(=O)Nc3ccc(F)cc3)cc2C(=O)N([C@H](C)CO)C[C@@H]1C | 4 | 0.1 | 1.5 | 7 | 3 | -0.1 | 11 | -3
COc1ccc(NC(=O)CN2C(=O)CSC(C)C2=O)c(OC)c1 (centres undefined) | 2 | nt | 1.4 | -5 | 4 | 0.5 | -73 | -2
O=C(CCCn1cnc([N+](=O)[O-])n1)Nc1cc(Cl)ccc1O | nt | nt | 0.0 | 7 | 3 | 0.0 | -7 | nt
CCCC(C)NC(=O)c1sc2nc3n(c(=O)c2c1C)CCC3 (centres undefined) | nt | nt | 2.6 | 12 | -4 | -0.1 | 7 | -2
Cc1cccc(C=NNc2cc(C)c3cccc(C)c3n2)n1 | nt | 1.3 | 0.5 | ? | -8 | 0.0 | -38 | -2
Cc1ccccc1S(=O)(=O)N1[C@@H]2CNC[C@H]1C2c1ccc(-c2cccc(C#N)c2)cc1 (some centres undefined) | nt | 0.1&0.1 | -0.4&1.9 | 7&0 | 9&13 | 0.0&0.1 | 37&26 | -1&0
CCc1ccccc1NC(=O)C1CCCN(c2nn3c(=O)cc(C)nc3s2)C1 (centres undefined) | 16 | 0.0 | 2.2 | -3 | 11 | 0.2 | -35 | -2
Cc1cc(C)cc(C(=O)OCC(=O)NC(=O)NC2CCCC2)c1 | 3 | nt | -0.7 | 2 | 4 | 0.1 | -10 | 0
Cc1cc(C)cc(C(O)c2ncc(-c3ccccc3C)[nH]2)c1 (centres undefined) | -5 | 1.7 | 0.4 | -5 | -28 | -0.1 | -4 | -1
CN1c2ccc(C3=CCCCC3)cc2[C@@H]2[C@@H](CCN2C(=O)NC2CCCC2)[C@H]1CO | nt | 0.0 | -1.0 | ? | -4 | 0.0 | -9 | 1
N#Cc1cccc(NC(=O)Cn2c3[n+](c4ccc(C(F)(F)F)cc42)CCCCC3)c1 | 18 | 0.1 | nt | 3 | 14 | 0.0 | -15 | -1
CN(C)CCCNC(=O)[C@@H]1[C@@H](CO)[C@@H]2Cn3c(ccc(-c4cccnc4)c3=O)[C@H]1N2C(=O)CC1CC1 | -5 | -0.2 | -0.2 | ? | 6 | 0.1 | 7 | -5
CC1Cc2ccccc2N1Cc1ccc([N+](=O)[O-])cc1 (centres undefined) | 7 | nt | -1.2 | 4 | -8 | 1.3 | 15 | 2
CN1OC[C@@H]2CN(C(=O)c3ccco3)[C@H](c3ccc(-c4ccc(C#N)cc4)cc3)C[C@@H]21 | nt | 1.3 | 2.3 | -3 | 3 | 0.1 | -17 | 2
COc1ccc(-c2cc3c(o2)CCCC3OCCN2CCOCC2)cc1 (centres undefined) | nt | 15 | 0.7 | -11 | -10 | 0.1 | -11 | -3
C[C@H]1CNC(=O)C(=O)N1C[C@H](Cc1ccc(O)cc1)NC(=O)CC12CC3CC(CC(C3)C1)C2 | -3 | -0.7 | -5.5 | -3 | 10 | 0.0 | -2&-9 | 2
CC(=O)N1CCN(C(=O)CNC(=O)c2ccc(C)s2)CC1 | 2 | -0.4 | 1.3 | -4 | -1 | -0.2 | -8 | -2
Cn1cc(/C=N/NC(=O)c2cc3cc(Br)ccc3o2)c2ccccc21 | -6 | -0.2 | -0.2 | 13 | 2 | 0.0 | -6 | 4
CC(C)NC(=O)Nc1cccc2c1O[C@H](CN(C)S(=O)(=O)c1ccc(F)cc1)[C@H](C)CN([C@@H](C)CO)C2=O | 1 | -0.1 | -2.6 | 16 | -3 | 0.0 | 5 | 0
O=c1c2ccccc2cnn1Cc1n[nH]c(=S)n1-c1ccccc1Cl | nt | -0.1 | nt | -1 | 12 | 0.3 | -2 | -2
CC(OC(=O)c1ccc(O)cc1)C(=O)Nc1ccc(Oc2ccccc2)cc1 (centres undefined) | -11 | nt | 0.0 | -5 | nt | -0.2 | -9 | -1
COc1ccc(OC(C)C(=O)Nc2ccc([N+](=O)[O-])cc2)cc1 (centres undefined) | -20 | 0.1 | -5.1 | nt | -9 | 0.2 | -13 | 21
CC(=O)Nc1ccc(NC(=O)C(=O)NCC(c2ccco2)N2CCc3ccccc32)cc1 (centres undefined) | -1 | 6.0 | -4.2 | 10 | 15 | 1.1 | -9 | 2
CC1CCc2c(sc3[nH]c(=S)n(C)c(=O)c23)C1 (centres undefined) | -6 | 0.0 | -0.8 | 14 | -18 | 0.3 | -19 | 3
COc1cc(/C=N/NC(=O)c2ccccn2)ccc1OC(=O)c1cccs1 | -4 | nt | 1.0 | -2 | -6 | 0.3 | -6 | 1
C[C@@H]1CN([C@H](C)CO)C(=O)c2cccc(NC(=O)CCCCCC(=O)Nc3ccccc3N)c2O[C@@H]1CN(C)S(=O)(=O)c1ccccc1 | nt | 0.1 | 0.9 | 3 | -2 | -0.6 | -4 | -1
CC(C)NC(=O)N(C)C[C@H]1OCCCC[C@H](C)Oc2ccc(NC(=O)NC3CCCCC3)cc2C(=O)N([C@H](C)CO)C[C@@H]1C | 1&1&-4 | 0.0 | 0.4&3.6&0.0 | ? | -3&-1 | 0.2&0.4 | -14&10&1 | 2&6&0
Cc1noc(C)c1S(=O)(=O)N(C)C[C@H]1OCCCC[C@@H](C)Oc2ccc(NC(=O)Cc3ccccc3)cc2C(=O)N([C@@H](C)CO)C[C@@H]1C | -5 | -0.1 | -2.8 | -2 | -14 | -0.1 | -20 | 0
COc1ccc(NC(=O)c2cc(C(=O)Nc3ccc(OC)cc3OC)cc([N+](=O)[O-])c2)c(OC)c1 | 0 | nt | -1.5 | 3 | -1 | -0.1 | -17 | 2
Cc1ccc2cccc(S(=O)(=O)N3CCN(c4ccccc4F)CC3)c2n1 | nt | nt | -0.8 | 13 | 6 | nt | -17 | 2

Assay outcomes as filed in PubChem.
